Source: PubChem (Broad Institute)
FN deposit inh – fibronectin deposition inhibition | hit rate 0.086% among 350,000 | AH1F fibroblasts, Alexa488-fibronectin deposition fluorescence, overnight | inhibition, % at 12.6 µM;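 active means mean inhibition across replicates of 30% or more, regardless of how many single replicates reach that level; inconclusive means mean under 30% yet at least half of replicates reach 30%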;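 further: positive control wells lacked labelled fibronectin entirely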
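Test system: AH1F fibroblast monolayer depositing Alexa488-labelled fibronectin into matrix. Input: 10000 cells per well. Technique: fluorescence, ex 485 nm, em 525 nm. Buffer or medium: DMEM plus 2% serum, read in PBS. Timing: 1 h cell adhesion before compound, then overnight fibronectin incubation. Compound: single dose, pinned. Read-out basis: inhibition from reduced deposited-fibronectin fluorescence.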
F508del corr – CFTR F508del correction in bronchial cells | CFBE cells, YFP halide quenching; stimulated with forskolin plus potentiator P3; % fluorescence drop versus neutral controls | activity (quench increase), % at 7.58 µM | hit rate 0.36% among 350,000 | AID 720511;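 active means mean added fluorescence quench of at least 8% versus neutral control, with both replicates also reaching 8%; inconclusive means only one of the mean or replicate conditions met; inactive means mean below 8% and not both replicates reaching 8%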;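 further: cells transiently co-express mutant CFTR-F508del with the halide-sensitive YFP; corrector assay measuring rescue of mutant channel to the surface after 24 h compound exposure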
PAX8 reporter – lowers PAX8-driven luciferase in RMG-I cells; hit rate 1.2% among 360,000; RMG-I TPO-luciferase reporter, SteadyGlo, 24 h; inhibition, % at 12.6 µM;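 active means mean replicate inhibition at least 60% with every replicate also reaching 60%; inconclusive means only one of the two criteria is met; inactive means mean below 60% and not all replicates reaching 60%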;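 further: luciferase light reporting Pax8 driven TPO promoter activity; plate controls were median of neutral control wells for no effect and mitoxantrone controls for full effect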
GSIS activator – GLuc luminescence reporter in INS-1E cells, primary screen for activators of glucose-dependent secretion of insulin; INS-1E GLuc reporter insulin secretion, 2-3 h; activation, % at 16.6 µM; AID 743287; hit rate 0.61% among 370,000;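 active means lowest replicate activation of at least 40%, so every replicate reaches that level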;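 further: 0% = median of neutral control wells and 100% = median of IBMX positive control wells; some compounds called inactive have numbers as strong as hits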
miR-122 sensor – blocks miR-122 activity in Huh7 sensor cells. Huh7 miR-122 Renilla luciferase sensor, 48 h; neutral wells = 0, positive control = 100. activation (reporter increase), % at 12.5 µM. hit rate 0.3% among 340,000;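 active means mean replicate activation score at least 90 and every replicate individually at or above 90; inconclusive means only one of the two criteria met; inactive means neither criterion met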;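 further: higher luciferase means less miR-122 activity so hits act as miR-122 inhibitors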
DENV2 CPE – inhibitors of DENV2 cytopathic effect. DENV2-infected cells, cytopathic effect rescue, plate reader. CPE inhibition, % at 9.99 µM. hit rate 1.7% among 350,000; in the data active means CPE inhibition above about 20%, passing the limit was not always enough; inconclusive means no clear call, values can overlap the other calls; tested in BHK-21 cells;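 further: 0% = median of neutral control wells and 100% = median of positive control wells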
EWS-Fli inh – inhibitors of EWS/Fli oncoprotein transcriptional activity | A673 NR0B1-luciferase reporter, viability-normalised | inhibition, % at 12.6 µM | hit rate 0.67% among 350,000;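 active means mean inhibition of at least 50% after viability correction, with every replicate also passing that limit; inconclusive means mean reaches 50% but only one of two replicates passes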;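 further: firefly luciferase signal divided by Alamar Blue viability fluorescence both relative to DMSO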
Active calls of the source: *; ? = inconclusive; . = not tested or not shown; [ ] = dose if it differs, or a comment.

SMILES	FN deposit inh	F508del corr	PAX8 reporter	GSIS activator	miR-122 sensor	DENV2 CPE	EWS-Fli inh
O=C(c1ccccn1)N1C[C@H]2[C@@H](c3ccccc31)[C@H](CO)N2C(=O)C1CCOCC1	.	1.4	-3.7	9.3	-11.5[16.7 µM]	12.5	-0.9
CN(C)S(=O)(=O)c1ccc(C(=O)OCCc2ccccc2)cc1	3.1	-2.4	-6.8	17.9	-2.4	7.9	-0.5
COc1ccc(CN(C)C[C@@H]2OCCCC[C@H](C)Oc3ccc(NS(=O)(=O)c4ccc(F)cc4)cc3C(=O)N([C@H](C)CO)C[C@H]2C)cc1	5.4	0.8	-1.7	-23.6	-6.7[16.7 µM]	10.1	0.2
COc1cccc(S(=O)(=O)Nc2ccc3c(c2)OC[C@H](C)N(C(=O)Cc2cccnc2)C[C@@H](C)[C@H](OC)CN(C)C3=O)c1	0.4	-2.6	.	2.3	.	1.9	-3.2
COCCNc1nc(Oc2ccc(NC(C)=O)cc2)c2sc(-c3ccccc3)cc2n1	-9.6	1.9	-47.0	7.4	.	-4.1	-9.5
O=C1C2C(c3ccccc3)C=CC(c3ccccc3)C2C(=O)N1c1cccnc1 (centres undefined)	5.7	.	-0.2	0.2	.	-0.9	-11.3
COC(=O)[C@H]1[C@H](CO)[C@H]2Cn3c(ccc(-c4ccc(F)cc4)c3=O)[C@H]2N1C(=O)C1CC1	.	-1.4	.	5.9	-3.5[16.7 µM]	-2.0	-0.9
CCCNC(=O)N1[C@H](C#N)[C@H](c2ccccc2-c2ccc(F)cc2)[C@@H]1CO	-18.3	0.0	0.8	-17.5	.	-11.8	7.2
O=C(C[C@H]1CC[C@H](NC(=O)Nc2ccc(C(F)(F)F)cc2)[C@@H](CO)O1)NCc1ccccn1	.	1.2	14.0	3.1	.	?	-6.3
O=C(Cn1nnc(-c2ccc(NC(=O)c3ccccc3F)cc2)n1)NCc1ccc(F)cc1	-0.3	-0.4	-2.1	12.9	-1.1	5.4	-26.6
O=C(Nc1ccc2c(c1)OCCO2)c1cc(-c2ccccn2)nc2ccc(Br)cc12	-1.8	-2.0	-4.2	7.6	-4.0	-0.3	8.0
COc1ccc(C(=O)NC2=C(C#N)CCC2)cc1OC	.	-1.0	.	37.1	-0.7	-4.4	-16.7
CN(Cc1ccco1)c1ncnc2ccc(-c3ccoc3)cc12	3.4	-0.6	7.9	.	0.2	.	-2.5
CN(C(=O)C1CCN(S(=O)(=O)c2ccccc2)CC1)c1c(N)n(Cc2ccccc2)c(=O)[nH]c1=O	0.5	1.5	13.0	14.3	0.0	6.8	-6.7
O=C(Nc1cccc(-c2csc(Nc3ccccc3)n2)c1)c1ccccc1	7.7	2.2	-46.2	-7.9	3.7	6.1	-92.9
O=C1SC(SCc2ccccc2)=N/C1=C\c1ccc(C(=O)O)cc1	2.7	5.9	17.1	4.2	.	.	7.6
COC(=O)[C@H](C)NC(=O)/C=C/c1ccc(OC)cc1	-2.2	.	1.4	8.1	-4.6	.	.
O=C(C[C@H]1C=C[C@H](NS(=O)(=O)c2ccc(F)cc2)[C@H](CO)O1)N1CCN(c2ccccc2)CC1	.	3.8	5.7	-16.6	18.2[16.7 µM]	-1.0	0.8
Cn1cc([N+](=O)[O-])c(C(=O)NCC(=O)O)n1	-2.0	-2.9	-6.1	.	.	-8.4	16.3
CCOc1cc(C2NC(=O)c3ccccc3O2)ccc1OC (centres undefined)	-1.9	2.4	-17.8	23.7	-5.4	-2.9	2.9

An excerpt from above in order of molecular weight, highest first.
SMILES	FN deposit inh	F508del corr	PAX8 reporter	GSIS activator	miR-122 sensor	DENV2 CPE	EWS-Fli inh
CN(C(=O)C1CCN(S(=O)(=O)c2ccccc2)CC1)c1c(N)n(Cc2ccccc2)c(=O)[nH]c1=O	0.5	1.5	13.0	14.3	0.0	6.8	-6.7
O=C(C[C@H]1C=C[C@H](NS(=O)(=O)c2ccc(F)cc2)[C@H](CO)O1)N1CCN(c2ccccc2)CC1	.	3.8	5.7	-16.6	18.2[16.7 µM]	-1.0	0.8
O=C(Nc1ccc2c(c1)OCCO2)c1cc(-c2ccccn2)nc2ccc(Br)cc12	-1.8	-2.0	-4.2	7.6	-4.0	-0.3	8.0
O=C(Cn1nnc(-c2ccc(NC(=O)c3ccccc3F)cc2)n1)NCc1ccc(F)cc1	-0.3	-0.4	-2.1	12.9	-1.1	5.4	-26.6
COCCNc1nc(Oc2ccc(NC(C)=O)cc2)c2sc(-c3ccccc3)cc2n1	-9.6	1.9	-47.0	7.4	.	-4.1	-9.5
O=C(Nc1cccc(-c2csc(Nc3ccccc3)n2)c1)c1ccccc1	7.7	2.2	-46.2	-7.9	3.7	6.1	-92.9
CN(C)S(=O)(=O)c1ccc(C(=O)OCCc2ccccc2)cc1	3.1	-2.4	-6.8	17.9	-2.4	7.9	-0.5
CN(Cc1ccco1)c1ncnc2ccc(-c3ccoc3)cc12	3.4	-0.6	7.9	.	0.2	.	-2.5
COc1ccc(C(=O)NC2=C(C#N)CCC2)cc1OC	.	-1.0	.	37.1	-0.7	-4.4	-16.7

Later entries:
SMILES	FN deposit inh	F508del corr	PAX8 reporter	GSIS activator	miR-122 sensor	DENV2 CPE	EWS-Fli inh
Cc1ccc(NC(=O)CS(=O)CC(=O)N(CC(=O)NC(C)(C)C)c2cccc(C)c2C)cc1 (centres undefined)	-1.7	1.2	7.2	-9.1	-2.3	11.7	-4.4
COCCCNC(=O)C(=O)NC1CCCCC1C (centres undefined)	.	-2.1	-2.3	13.0	.	.	3.4
CCCCn1c(N)c(N(CC)C(=O)CSc2nnc(-c3ccco3)n2CC)c(=O)[nH]c1=O	-2.7	-0.1	.	6.1	.	-6.6	0.8
CCCc1nc(NCc2ccccc2)c(C#N)c2c1CCCC2	5.7	-3.1	4.0	-1.0	-6.9	2.1	7.4
Cc1ccc(-n2c(N)c(C(=O)Nc3ccccc3F)sc2=S)cc1C	-2.3	1.4	-8.6	-8.1	3.4	-1.6	-30.9
CC(C)NC(=O)N(C)C[C@H]1OCCCC[C@H](C)Oc2ccc(NC(=O)Nc3ccc(C(F)(F)F)cc3)cc2C(=O)N([C@H](C)CO)C[C@H]1C	17.2	1.9	56.8	-0.7	6.4[16.7 µM]	-3.9	-8.1
Cc1oc(-c2cccc(Cl)c2)nc1CS(=O)(=O)CC(=O)NCc1ccco1	-7.5	-0.7	16.2	-12.8	7.0	-2.0	.
Cc1cc(=O)[nH]c2ccc(Cl)cc12	3.0	.	9.6	.	-5.3	.	.
CCCNS(=O)(=O)c1ccc(OCC(=O)Nc2ccc3c(c2)OCO3)cc1	0.7	-1.1	-1.7	6.3	.	-6.7	2.0
NC(=O)c1sc(=S)n(-c2ccc(Br)cc2)c1N	-8.1	5.4	-4.1	-4.8	10.1	-5.9	-17.4
O=C(O)COc1ccc(/C=C/c2nc(-c3ccccc3O)n[nH]2)cc1	4.9	-3.8	7.0	1.7	.	4.1	-2.4
OCC1OC(n2cnc3c(NC4CCCC4)ncnc32)C(O)C1O (centres undefined)	-4.7	5.1	15.1	10.3	5.7	-10.9	-8.3
COc1ccc(C(=O)NCc2ccncc2)cc1S(=O)(=O)NCc1ccc(Cl)cc1	8.3	-2.6	4.2	3.9	.	-0.4	-79.8
COc1ccccc1N1CCN(CCC(=O)Nc2cccc(F)c2)CC1	-3.3	-4.1	7.8	7.6	-2.5	-0.9	1.2
O=C(CSc1nc2ccsc2c(=O)n1CC1CCC(C(=O)O)CC1)c1ccc(Cl)cc1 (centres undefined)	-2.0	1.9	-4.1	-1.5	.	2.1	-3.0
COc1cc(-c2nnc(COc3ccc4ccccc4c3)o2)cc(OC)c1OC	-2.2	.	26.5	.	11.5	.	.
NC(=S)N/N=C/c1ccc(-c2ccccc2)o1	.	1.6	-37.1	8.7	.	-5.4	1.1
Cc1cccc(C(=O)c2cccc(C)c2)c1	-11.4	0.5	37.8	4.6	-5.8	3.1	-3.2
CCOc1ccc(CCNS(=O)(=O)c2ccc3c(c2)NC(=O)CC(=O)N3)cc1OCC	4.7	1.1	15.4	-5.5	-0.4	3.9	9.0
CC(C)(C)C(=O)/C(C#N)=C/c1ccc(O)cc1	2.5	0.3	-3.5	-10.1	1.8	1.8	1.8
CC1CC(OC(=O)C2CCN(S(=O)(=O)c3ccc(F)cc3)CC2)C(=O)O1 (centres undefined)	5.1	0.9	-3.0	-2.1	1.8	5.2	3.9
O=C(NNC(=S)Nc1ccc(Br)cc1)c1cccnc1	-0.5	1.8	-21.9	4.4	4.2	-1.8	-21.7
CC1CC(C)CN(C(=O)CSc2ccsc2[N+](=O)[O-])C1 (centres undefined)	1.4	2.1	-26.0	4.9	-30.6	-9.2	7.7
Cc1cccc(CN(C)C[C@H]2OCc3cn(nn3)CCCC(=O)N([C@@H](C)CO)C[C@@H]2C)c1	3.1	-1.3	.	-1.0	1.5[16.7 µM]	2.1	2.1
CCC(=O)Nc1ccc2c(c1)C(=O)N(C)[C@@H]1CC[C@@H](CC(=O)N[C@@H](C)c3ccccc3)O[C@@H]1CO2	-11.3	-0.5	-3.3	18.9	0.7[16.7 µM]	?	2.8
Cc1ccc(-c2c(NC(=O)c3ccco3)oc3ccccc3c2=O)cc1	3.6	1.8	-27.6	24.9	2.7	4.7	.
COc1cc(/C=N/NC(=O)c2cc(-c3ccccc3)sc2N)cc(OC)c1OC	9.9	0.1	7.8	.	.	0.9	-0.3
CN(C(=O)COC(=O)/C=C/c1ccccc1[N+](=O)[O-])c1ccccc1	.	1.8	9.7	2.0	.	-3.6	2.8
COC(=O)[C@]12CCCCC=C1N(Cc1cccc3ccccc13)C(=O)[C@H](CC(=O)N1CCSCC1)C2	2.4	4.3	-10.6	3.7	.	32.1*	-1.8
Cc1ccccc1-c1ccc([C@@H]2[C@@H](CO)N3CCCCN(C(=O)c4cccnc4)C[C@@H]23)cc1	.	-3.0	-0.9	-6.3	-0.6[16.7 µM]	?	-10.2
COCc1cn(CC[C@H]2CC[C@H](NC(=O)c3ccc(F)cc3)[C@H](CO)O2)nn1	-5.7	-1.0	-7.6	4.8	.	-5.5	-8.8
O=C(O)Cn1c(=O)c(-c2ccccc2)nc2ccccc21	1.1	1.1	5.1	0.6	2.7	-1.1	-5.8
Cc1ccc2cn[nH]c2c1[N+](=O)[O-]	1.2	.	22.4	-6.2	.	0.8	21.4
COc1ccc(CNC(=O)C[C@H]2C[C@H](C(=O)N3CCOCC3)[C@@]3(C)c4[nH]c5ccc(Cl)cc5c4CCN3C2=O)cc1OC	2.6	0.4	7.9	-20.2	-7.6	14.1	1.5
Cc1nnc(NC(=O)C2CCCN2C(=O)Nc2ccccc2)s1 (centres undefined)	-1.1	-5.1	-10.7	19.1	1.2	4.0	5.7
Cn1ccc2c(-c3ccc(F)cc3)cc3c(c21)C1CCC3C1 (centres undefined)	2.5	1.5	-21.0	8.0	2.1	-0.7	-15.1
C/C=C/c1ccc2c(c1)O[C@@H](CN(C)C(=O)c1ccccc1)[C@@H](C)CN([C@H](C)CO)S2(=O)=O	-0.6	0.1	-1.9	-6.8	4.8[16.7 µM]	-2.1	-1.5
